Screening results (PubChem)
West Nile antiviral = inhibition of WNV-induced cytopathic effect – cell-based, CPE readout (AID 1621); West Nile virus-infected cells, CPE inhibition; higher % means a stronger effect; CPE inhibition, % at 10 µM; hits with a dose series show IC50 in µM; 0.02% of 290,000 active; in the data active = a potency from the dose series; inconclusive = CPE inhibition mostly from about 3.7% at the one dose, without a potency; inactive = the rest, 99 in 100 with CPE inhibition below about 2.2%; also: strong numbers were not always called active
MgcRacGAP inhibition = MgcRacGAP GTPase-activating activity inhibitors, confirmation, biochemical, ADP Hunter fluorescence; MgcRacGAP-stimulated Rac1 GTP hydrolysis, ADP Hunter fluorescence; higher % means a stronger effect; GST-tagged Rac1 F28L mutant substrate; inhibition, % at 30 µM, or IC50 in µM where a hit was titrated; 0.6% of 340,000 active;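 active = first-screen hits whose inhibition reached a set limit at any dose in the follow-up dose series; inconclusive = inhibition above the set first-screen limit but never retested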;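 also: fluorescence reports GDP produced by GAP-driven GTP hydrolysis; strong numbers were not always called active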
RSV antiviral HEp-2 = RSV antiviral activity via CPE protection, HEp-2 cells, primary 10 µM value included (AID 2391); HEp-2 cells, RSV-induced CPE inhibition; higher % means a stronger effect; 0.13% of 310,000 active; CPE inhibition, % at 10 µM; hits with a dose series show IC50 in µM; in the data active = a potency from the dose series; inconclusive = CPE inhibition mostly from about 23% at the one dose, without a potency; inactive = the rest, 99 in 100 with CPE inhibition below about 21%; also: strong numbers were not always called active
Large T inhibition = SV40 large T antigen inhibitors, biochemical (AID 1903). one-dose inhibition, % at 20 µM; IC50 in µM for titrated hits. 0.39% of 310,000 active. SV40 large T antigen ATPase/helicase inhibition assay; higher % means a stronger effect; in the data active = a potency from the dose series; inconclusive = inhibition mostly from about 32% at the one dose, without a potency; inactive = the rest, 99 in 100 with inhibition below about 32%; also: strong numbers were not always called active
T cell modulator = modulates CD8 T cell binding to vesicles; calls only at 7 µM; 2C CD8+ T cell-vesicle binding, flow cytometry; active compounds read low; 0.068% of 330,000 active;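 active = response, share of CD8 T cells binding vesicles, and their 90th percentile fluorescence all below set limits, cut at about 80% in these data, passing the limit was not always enough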
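incubation = binding step 1.5 h, 37 °C, antibody labelling 20 min, ice | test system = 2C mouse CD8+ T cells | read-out basis = percent CD8+ FL2 mean versus row control | controls = Peptide-free naked vesicles (low) and QL9 vesicles with 0.7% DMSO vehicle (high) | detection = flow cytometry of vesicle-bound cells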
Myeloid diff 2 = compounds promoting myeloid differentiation | ER-HoxA9 myeloid progenitors, lysozyme-GFP differentiation, flow cytometry | calls only at 10 µM | 1% of 360,000 active | AID 624256;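 active = normalized GFP-positive differentiation at or above the plate's own cutoff, the solvent-only control mean plus 3 SD; inconclusive = no clear call, values can overlap the other calls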;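 also: cells exposed to compound for four days before flow analysis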
Salmonella PhoP GFP = inhibitors of PhoP regulon expression, primary screen, Salmonella Typhimurium, GFP reporter (AID 1863) | S. Typhimurium PhoP-regulated promoter GFP reporter, 4 h; higher % means a stronger effect | one-dose inhibition, % at 50 µM; IC50 in µM for titrated hits | 0.16% of 300,000 active;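 active = inhibition over 29.93%, a cutoff 3 SD above the screen mean, later confirmed by dose response; inconclusive = inhibition over 29.93% but no dose response follow-up; inactive = inhibition at most 29.93% or unconfirmed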;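 also: 0% = low Mg2+ inducing control and 100% = high Mg2+ repressing control; strong numbers were not always called active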
WT yeast gro inh = growth inhibition of WT yeast, mitochondrial fusion screen | mitochondrial fusion phenotypic screen, WT strain | inhibition, % at 10 µM | 2.1% of 190,000 active | AID 1362; in the data active = inhibition above about 58%; tested in S. cerevisiae
b-catenin transl = modulators of beta-catenin nuclear translocation | HeLa beta-catenin nuclear translocation, immunofluorescence imaging | nuclear translocation activity, % at 5 µM | 0.3% of 190,000 active | AID 1665;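 active = nuclear translocation activity above 50% at 5 µM, with a well cell count of 50 or more; inconclusive = wells under 50 cells across six images, flagged as toxic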;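 also: per-cell ratio of nuclear to cytoplasmic median beta-catenin stain intensity; plate controls were DMSO negative control for no effect and GSK-3 inhibitor IX positive control for full effect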
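System: Human HeLa cells, endogenous beta-catenin | Compound dosing: 5 µM primary, 0.02–20 µM confirmation | Timing: 24 h compound exposure at 37°C, 5% CO2 | Measured by: Fluorescence imaging of beta-catenin antibody stain plus DAPI | Read-out basis: % activation of per-cell nuclear versus cytoplasmic median beta-catenin signal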
WT yeast gro inh mutant strain = recorded beside WT yeast gro inh, whose call it bears; inhibition, %; mitochondrial fusion phenotypic screen, mutant strain inhibition
b-catenin transl cell count 5 µM = second read-out of b-catenin transl, no call of its own (marks repeat the call); cell count; measured here: cell count, cytotoxicity flag
T cell modulator vesicle-bound % = recorded beside T cell modulator, whose call it bears; double positive events, %; measured here: CD8+ vesicle-bound cell fraction;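 binding gate set so that unloaded-vesicle control wells show 10% double positive cells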
Myeloid diff 2 GFP+ MAC1+ % = also measured in Myeloid diff 2; calls as there; GFP+ MAC1+ double positive, %; measured here: differentiation confirmed by MAC1 staining
* hit, by the source's call; i = inactive; ? = inconclusive; / = no result given; + = active, no number; & = joins results of further samples.

SMILES	West Nile antiviral	MgcRacGAP inhibition	RSV antiviral HEp-2	Large T inhibition	T cell modulator	T cell modulator vesicle-bound %	Myeloid diff 2	Myeloid diff 2 GFP+ MAC1+ %	Salmonella PhoP GFP	WT yeast gro inh	WT yeast gro inh mutant strain	b-catenin transl	b-catenin transl cell count 5 µM
COC(=O)c1ccc(NC(=O)c2cc[n+]([O-])cc2)cc1	1.3%	-3%	1.7%	5%	i	52	i	1.5	2%	/	/	/	/
N#Cc1ccc(C2N=C(c3ccccc3)NO2)cc1 (stereo unspecified)	-0.1%	5%	-0.9%	5%	i	5	i	0.8	2%	/	/	/	/
COc1cc(NC(=O)c2ccc3c(SCC(=O)O)c4c(nc3c2)CCCC4)cc(OC)c1OC	0.1%	8%	0.5%	10%	i	23	i	0.3	-8%	9	9	-1.6	873
Nc1n[nH]c2ccccc12	-0.1%	19%	0.1%	26%	i	37	i	0.8	4%	0	1	-2.5	1035
O=C(NN=C1CCN(Cc2ccccc2)CC1)c1ccccc1	-0.5%	9%	0.0%	11%	i	56	i	0.3	-2%	2	15	0.3	1098
CCCc1cc(=O)oc2cc(OCc3ccc(C(=O)O)cc3)ccc12	0.3%	/	2.0%	7%	i	17	i	0.2	8%	/	/	/	/
Clc1ccc(-c2ccc(CNCc3ccccn3)o2)cc1	0.0%	4%	2.8%	26%	i	52	i	0.2	11%	/	/	/	/
COc1ccc(OCCCC(=O)N2CCN(S(=O)(=O)c3cccc(F)c3)CC2)cc1	/	6%	3.1%	10%	i	44	i	0.8	-6%	/	/	/	/
Cn1nc(C(=O)N2CCc3ccccc32)c2ccccc2c1=O	-0.6%	11%	2.1%	19%	i	56	i	0.4	0%	-4	0	-2.0	1034
COc1cccc2c1OC1(C)CC2/C(=C(\C)O)C(=O)N1 (stereo unspecified)	-0.1%	2%	0.8%	5%	i	18	i	9.5	18%	16	8	-1.6	1251

An excerpt of these results, as labelled records:
> N#Cc1ccc(C2N=C(c3ccccc3)NO2)cc1 (stereo unspecified)
  West Nile antiviral: -0.1%	MgcRacGAP inhibition: 5%	RSV antiviral HEp-2: -0.9%	Large T inhibition: 5%	T cell modulator: i	T cell modulator vesicle-bound %: 5	Myeloid diff 2: i	Myeloid diff 2 GFP+ MAC1+ %: 0.8	Salmonella PhoP GFP: 2%	WT yeast gro inh: /	WT yeast gro inh mutant strain: /	b-catenin transl: /	b-catenin transl cell count 5 µM: /

> Cn1nc(C(=O)N2CCc3ccccc32)c2ccccc2c1=O
  West Nile antiviral: -0.6%	MgcRacGAP inhibition: 11%	RSV antiviral HEp-2: 2.1%	Large T inhibition: 19%	T cell modulator: i	T cell modulator vesicle-bound %: 56	Myeloid diff 2: i	Myeloid diff 2 GFP+ MAC1+ %: 0.4	Salmonella PhoP GFP: 0%	WT yeast gro inh: -4	WT yeast gro inh mutant strain: 0	b-catenin transl: -2.0	b-catenin transl cell count 5 µM: 1034

> COc1cccc2c1OC1(C)CC2/C(=C(\C)O)C(=O)N1 (stereo unspecified)
  West Nile antiviral: -0.1%	MgcRacGAP inhibition: 2%	RSV antiviral HEp-2: 0.8%	Large T inhibition: 5%	T cell modulator: i	T cell modulator vesicle-bound %: 18	Myeloid diff 2: i	Myeloid diff 2 GFP+ MAC1+ %: 9.5	Salmonella PhoP GFP: 18%	WT yeast gro inh: 16	WT yeast gro inh mutant strain: 8	b-catenin transl: -1.6	b-catenin transl cell count 5 µM: 1251

(cont.)
SMILES	West Nile antiviral	MgcRacGAP inhibition	RSV antiviral HEp-2	Large T inhibition	T cell modulator	T cell modulator vesicle-bound %	Myeloid diff 2	Myeloid diff 2 GFP+ MAC1+ %	Salmonella PhoP GFP	WT yeast gro inh	WT yeast gro inh mutant strain	b-catenin transl	b-catenin transl cell count 5 µM
COc1ccc(C(=O)COC(=O)CN2C(=O)NC(C)(C)C2=O)cc1OC	0.0%	-1%	0.7%	2%	i	43	i	1.4	0%	-19	-2	-3.4	979
O=C(Cc1ccccc1)NNC1CC(=O)N(c2ccccc2)C1=O (stereo unspecified)	0.5%	11%	0.3%	7%	i	58	i	0.9	2%	0	0	-0.1	1032
NC(=O)c1nsc(C(=O)N(CC(=O)NCc2ccccc2)c2cccc(F)c2)c1N	-0.4%	6%	2.8%	24%	i	35	i	2.4	-1%	/	/	/	/
O=S(=O)(c1ccc(-n2cnnn2)cc1)N1CCN(c2ccccc2F)CC1	-0.6%	-2%	4.1%	12%	i	11	i	4.5	-12%	/	/	/	/
CC(=O)c1cccc(NC(=O)CSc2nc(=O)n(CCN3CCOCC3)c3c2CCCC3)c1	/	4%	-1.3%	24%	i	33	i	0.5	6%	/	/	/	/
CSc1ncccc1C(=O)Nc1cc(C)ccn1	-0.3%	11%	0.0%	7%	i	15	i	1.5	-2%	/	/	/	/
COc1ccccc1NC(=O)NCCCl	0.3%	6%	2.3%	3%	i	36	i	0.4	1%	-4	-9	0.4	974
CCn1c(CNC(=O)Cc2ccc(OC)cc2)nnc1SCC(=O)Nc1ccc(C(=O)O)cc1	-0.4%	12%	1.4%	5%	i	66	i	0.3	-13%	13	8	0.0	931
COc1ccc(C2N=C(c3ccccc3)NC(c3ccccc3)=N2)cc1	-0.5%	2%	-1.3%	6%	i	39	i	8.7	-4%	-18	3	1.8	397
COc1ccc(C(=O)N/C(=C\c2ccccc2)C(=O)Nc2ccccc2C(=O)O)cc1	/	21%	-0.3%	8%	i	31	i	0.1	/	/	/	/	/
CCC(C)(C)n1nnnc1C(c1ccc(O)cc1)N1CCc2ccccc2C1 (stereo unspecified)	-0.4%	3%	-0.4%	4%	i	24	i	0.3	6%	-8	2	-0.3	1049
O=C(NCCCNC(=O)c1ccc(-c2cccc(Cl)c2)o1)c1cnccn1	-0.5%	3%	0.3%	-7%	i	31	i	0.7	-1%	/	/	/	/
CC(C)c1ccc(NC(=O)C(c2ccccc2)N(Cc2ccco2)C(=O)CC2NC(=O)NC2=O)cc1 (stereo unspecified)	0.4%	4%	2.2%	5%	i	48	i	1.1	-3%	-11	-2	/	/
O=C1c2ccccc2C(=O)N1CCc1csc(NNc2nc(CCN3C(=O)c4ccccc4C3=O)cs2)n1	0.1%	10%	-0.9%	3%	i	6	i	0.6	5%	23	24	6.1	565
CCN(Cc1ccccc1)C(=O)COC(=O)CNS(=O)(=O)c1ccc(C)cc1	2.3%	1%	2.0%	8%	i	46	i	0.4	-8%	-5	13	-1.5	1053
CCCc1cc(C(=O)Nc2ccc(C(=O)c3ccc(C)cc3)cc2)n(C)n1	-0.7%	1%	6.5%	20%	i	22	?	/	-6%	/	/	/	/
CCCCN1C(C)=CC(=C2C(=O)c3ccccc3C2=O)C=C1C	-1.1%	5%	0.7%	6%	/	/	i	0.1	-4%	4	25	-0.7	1063
Cc1ccc(NC(=O)C2CC(=O)Nc3nc4ccccc4n32)c(C)c1 (stereo unspecified)	0.0%	6%	0.9%	13%	i	18	i	0.1	-3%	/	/	-0.5	1300
O=C(CN1CCN(c2ccccn2)CC1)Nc1ccccc1C(=O)Nc1ccccc1	/	3%	-0.8%	6%	i	27	i	0.8	-4%	/	/	/	/
CN(C(=O)COC(=O)C1CCN(S(=O)(=O)c2cccs2)CC1)c1ccccc1	-0.4%	3%	-0.5%	12%	i	21	i	0.5	-3%	2	7	1.6	1075
CCOC(=O)C1CCN(c2c(N(C)Cc3ccco3)c(=O)c2=O)CC1	0.0%	-10%	0.7%	2%	i	43	i	1.9	-18%	0	-13	1.2	1046
O=C(NC1CCCCC1)c1ccc2c(c1)S(=O)(=O)c1ccccc1C2=O	-0.8%	6%	-0.2%	3%	i	42	i	1.1	/	/	/	/	/
CCN(CC)P(=O)(C(NC(=O)OC)C(F)(F)C(F)(F)C(F)(F)C(F)F)N(CC)CC (stereo unspecified)	0.8%	2%	0.1%	32%	i	21	i	1.0	5%	12	0	0.4	1106
Cc1ccc(C)c(SCC(=O)Nc2cc(C)nn2-c2ccc(F)cc2)c1	-0.2%	/	/	4%	/	/	/	/	12%	19	7	-1.1	1119
CCCn1c(SCC(N)=O)nnc1-c1ccco1	0.4%	7%	0.6%	-4%	i	25	i	0.8	0%	-9	-3	-0.9	1165
COc1ccc(Nc2nc(NCc3ccco3)nc(N)c2[N+](=O)[O-])cc1	-0.1%	/	-0.8%	5%	i	33	i	1.3	3%	/	/	-2.5	1180
CCOC(=O)C1=C(COC(=O)CCOc2ccc(OC)cc2)NC(=O)NC1C (stereo unspecified)	/	3%	2.1%	/	i	36	i	0.2	/	/	/	/	/
OC1(Cc2ccccc2)CCNCC1	0.3%&0.2%	/	0.7%	23%&21%	i	34	i	0.5	-6%&-3%	/	/	0.4&-0.7	1127&1363
Cc1cccc(C)c1NC(=O)NCc1ccco1	-0.1%	7%	0.9%	7%	i	59	i	0.3	1%	/	/	-0.2	1330
CCNC(=S)NNC(=O)c1cc(C)on1	0.6%	0%	-0.1%	-3%	i	8	i	2.9	6%	-5	12	-1.2	1425
O=C(c1ccc(S(=O)(=O)N2CCCCC2)cc1)N1CCN(CCN2C(=O)c3cccc4cccc(c34)C2=O)CC1	-0.6%	7%	18%	8%	i	18	+	1.5*	-3%	36	16	0.8	901
COC(=O)C1CCC(=S)N1C(=O)c1ccccc1 (stereo unspecified)	0.7%	20%	0.5%	16%	i	64	i	0.3	1%	/	/	/	/
O=C(CN1C(=O)C2CCCCC2C1=O)Nc1ccc(OC(F)F)c(Cl)c1 (stereo unspecified)	/	1%	0.3%	/	i	37	i	1.1	/	/	/	/	/
COC(=O)C(C)NC(=O)c1ccc(C(C)(C)C)cc1 (stereo unspecified)	0.2%	2%	0.6%	15%	i	48	i	1.2	-6%	-5	11	-3.0	499
O=C(CCN1C(=O)c2ccccc2C1=O)Nc1nc2ccccc2s1	-0.8%	5%	1.9%	-2%	i	60	i	0.2	-7%	-4	8	/	/
Cc1ccc(Cl)cc1NC(=O)CN1C(=O)NC2(CCCCCC2)C1=O	/	3%	-0.2%	/	i	36	i	1.2	/	/	/	/	/
O=C1CC(NNc2nc3ccccc3s2)C(=O)N1c1ccc(F)cc1 (stereo unspecified)	-0.1%	3%	-0.2%	17%	i	34	i	1.1	-9%	/	/	0.2	1208
